High-throughput results: PubChem, several laboratories
Hep lipid drop – hepatic lipid droplet formation modulation | AML12 mouse hepatocytes, oleate lipid droplets, BODIPY imaging | inhibition, % at 6.5 µM | 240,000 tested, 0.4% active | AID 1656;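 active = lipid droplet intensity inhibited by at least 50%, with more than 500 cells counted; inconclusive = wells with under 300 cells, treated as cytotoxic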
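Technique: fluorescence imaging, 20x objective, two fields per well / Assay system: AML12 hepatocytes (mouse) / Measure: % inhibition of lipid droplet signal / Doses: 6.5 µM single-point dosing / Incubation: overnight exposure / Reagent: 100 µM oleic acid challenge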
CSM14.1 death rescue – protection against thapsigargin-triggered cell killing – 384-well, CSM14.1, ATP luminescence, primary screen (AID 1222); CSM14.1 thapsigargin-induced death rescue, ATP luminescence; higher % means a stronger effect; 190,000 tested, under 10 active; cellular ATP content (survival), % at 20 µM; hits with a dose series show EC50 in µM;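 active = EC50 below 50 µM in the dose-response confirmation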;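 also: death triggered by thapsigargin at about 15 µM added after 2 h compound pretreatment; cell ATP read after overnight thapsigargin exposure of roughly 18 to 22 hours; normalized against plate controls of thapsigargin alone and 5% DMSO vehicle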
M17LAP inhibition – P. falciparum M17LAP inhibitors, primary screen, biochemical, fluorogenic H-Leu-NHMec substrate, 1536-well (AID 1619). 220,000 tested, 0.38% active. recombinant M17LAP, H-Leu-NHMec fluorogenic kinetic assay; higher % means a stronger effect. inhibition, % at 30 µM, or IC50 in µM where a hit was titrated;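 active = compound inhibiting the enzyme by more than half at any dose during confirmatory dose-response retesting; inconclusive = strong single-dose inhibitors picked by rank but not retested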;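 also: plate controls were full reaction with DMSO carrier for no effect and no enzyme background for full effect; strong numbers were not always called active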
HEK293 NOD2/NF-kB – NOD2 signaling inhibitors, cell-based, luminescence, uHTS, HEK293 (AID 1566); HEK293 NOD2/NF-kB luciferase reporter, luminescence; higher % means a stronger effect; one-dose inhibition, % at 4 µM; EC50 in µM for titrated hits; 290,000 tested, 0.63% active; also: many of its hits are not listed in these tables
XIAP antagonists – XIAP antagonists, biochemical, IAP family, fluorescence polarization (AID 1018) | XIAP BIR domain, fluorescence polarization peptide displacement; higher % means a stronger effect | displacement, % at 20 µM; hits with a dose series show IC50 in µM | 200,000 tested, 0.007% active; in the data active = displacement above about 50%; also: a part of the inactive calls stands beside numbers as strong as those of hits
AID2073 – inhibitors of Mint1-CaV2.2 protein interaction, biochemical, HTRF (AID 2073). HTRF protein-protein interaction, Mint1-CaV2.2; higher % means a stronger effect. inhibition, % at 20 µM, or IC50 in µM where a hit was titrated. 290,000 tested, 0.19% active; in the data active = inhibition mostly above about 51%, no sharp cut-off; inconclusive = no clear call, values can overlap the other calls; inactive = mostly below about 53%; also: some results filed as inactive read as strong as hits
LYP inhibition – PTPN22 lymphoid phosphatase activity blockers – biochemical, fluorescence intensity, uHTS (AID 1779); inhibition, % at 11.5 µM, or IC50 in µM where a hit was titrated; 290,000 tested, 0.054% active; recombinant LYP phosphatase, fluorescence intensity; higher % means a stronger effect;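 also: plate controls were vehicle with enzyme for no effect and no enzyme for full effect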
P. falciparum M1AAP – P. falciparum M1AAP inhibitors, biochemical, fluorogenic H-Leu-NHMec substrate, 1536-well (AID 1445); recombinant M1AAP, H-Leu-NHMec fluorogenic kinetic assay; higher % means a stronger effect; one-dose inhibition, % at 30 µM; IC50 in µM for titrated hits; 220,000 tested, 0.42% active;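 active = primary inhibition above the hit cutoff, then over 50% inhibition at one or more dose response concentrations, cut at about 23% in these data, passing the limit was not always enough; inconclusive = conflicting primary data, or primary hits not chosen for dose response; inactive = low primary inhibition, or under 50% at every dose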;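 also: plate controls were DMSO full reaction for no effect and no enzyme background for full effect; strong numbers were not always called active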
SIAH1 antagonists – Siah-1 peptide-binding antagonists, primary screen, biochemical, fluorescence polarization, rhodamine-plectin, uHTS (AID 1817); Siah-1 / rhodamine-plectin peptide fluorescence polarization; higher % means a stronger effect; 290,000 tested, 0.02% active; one-dose displacement, % at 20 µM; IC50 in µM for titrated hits;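 active = displacement of at least 50% at 20 µM, with a fluorescence ratio check between 0.3 and a set limit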;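 also: plate controls were Siah plus tracer with DMSO for no effect and tracer alone without Siah for full effect; strong numbers were not always called active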
Hep lipid drop cells 6.5 µM – also measured in Hep lipid drop; calls as there; cell count; measured here: cell count, cytotoxicity flag;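 cells counted across two imaged fields per well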
Numbers without * were called inactive; i = inactive; u = inconclusive; x = no result given. Rule as the data show it, unless noted: active = inhibition above about 50%; inactive = the rest. Only part of the results is shown; the hit share may differ from the screen's.

SMILES	Hep lipid drop	Hep lipid drop cells 6.5 µM	CSM14.1 death rescue	M17LAP inhibition	HEK293 NOD2/NF-kB	XIAP antagonists	AID2073	LYP inhibition	P. falciparum M1AAP	SIAH1 antagonists
CCOc1ccc(CNC(=O)CCCc2cn(C)c3ccccc23)cc1	40	839	x	x	1%	x	18%	2%	x	0%
Cc1nc(CC(C)C)cc(C(=O)N2CCCC(CNS(=O)(=O)c3cccs3)C2)n1 (stereo unspecified)	3	737	-0.6%	-6%	-11%	-3.1%	-4%	-8%	6%	-2%
CN1C(=O)c2cccc3c(S(=O)(=O)Nc4ccccc4F)ccc1c23	14	649	x	x	-10%	x	7%	-12%	x	6%
Cn1c(SCC(=O)Nc2cc(=O)n(C)c(=O)n2C)nnc1C12CC3CC(CC(C3)C1)C2	x	x	-0.3%	x	1%	-6.1%	6%	-5%	x	-2%
O=S(=O)([N-]c1nc2ccccc2nc1-n1cc[n+](Cc2ccccc2)c1)c1ccccc1	1	701	x	-15%	-3%	x	-13%	-7%	-2%	3%
COc1cc(C(=O)OCC(=O)Nc2ccc(C(C)=O)cc2)ccc1OCC(=O)N1CCOCC1	-1	646	-0.8%	-3%	-47%	-8.7%	5%	-2%	2%	-6%
COc1ccc(S(=O)(=O)N2CCCC2C(=O)Nc2nccs2)cc1 (stereo unspecified)	-2	702	-1.4%	-2%	5%	-6.5%	-9%	-6%	5%	-2%
CN1CCc2nc(SCc3ccc(C(C)(C)C)cc3)c(C#N)cc2C1	x	x	5.6%	8%	9%	-2.9%	-2%	2%	-5%	2%
Cc1cc(NC(=O)C(C)C)ncc1NC(=O)c1ccco1	x	x	x	x	6%	x	5%	-8%	x	12%
COc1ccc(C(=O)N/N=C2\CCS(=O)(=O)c3ccc(F)cc32)cc1OC	-14	626	x	-10%	7%	x	-9%	-2%	-3%	9%

Next part; it opens with the 2 that closed the last part.
SMILES	Hep lipid drop	Hep lipid drop cells 6.5 µM	CSM14.1 death rescue	M17LAP inhibition	HEK293 NOD2/NF-kB	XIAP antagonists	AID2073	LYP inhibition	P. falciparum M1AAP	SIAH1 antagonists
Cc1cc(NC(=O)C(C)C)ncc1NC(=O)c1ccco1	x	x	x	x	6%	x	5%	-8%	x	12%
COc1ccc(C(=O)N/N=C2\CCS(=O)(=O)c3ccc(F)cc32)cc1OC	-14	626	x	-10%	7%	x	-9%	-2%	-3%	9%
C/C(=N\NC(=O)c1nnn(-c2nonc2N)c1CSc1ccccc1)c1ccco1	-15	730	x	x	29%	x	10%	-12%	x	-1%
CCn1nnnc1SCC(=O)N1CCCc2ccccc21	6	788	0.4%	14%	8%	-4.8%	8%	-4%	2%	-8%
O=S(=O)(/N=C(/c1ccc(Cl)cc1)N1CCOCC1)c1ccc(Cl)cc1	x	x	0.7%	9%	6%	-7.6%	6%	-8%	-2%	1%
O=C(COc1ccc2ccccc2c1)Nc1cccc2cccnc12	x	x	-1.6%	11%	-2%	-3.2%	5%	-6%	-5%	3%
CN(C)c1ccc(C=NCCC2(c3ccccc3)CCOC(C)(C)C2)cc1 (stereo unspecified)	22	750	x	11%	-6%	x	9%	-2%	13%	-6%
Cc1cc(C)cc(C(=O)NCC(=O)NCc2ccc(S(N)(=O)=O)cc2)c1	x	x	x	x	8%	x	4%	-5%	x	-2%
CC(=O)N(CCC(Cc1ccccc1)c1ccc2c(c1)OCO2)Cc1ccc(Cl)cc1 (stereo unspecified)	-18	654	2.3%	12%	-7%	-2.6%	2%	8%	2%	2%
O=C(NCc1ccco1)c1ccc(-c2ccccc2Cl)o1	-2	671	-0.7%	25%	-40%	-6.7%	5%	6%	10%	4%
c1ccc2c(N3CCOCC3)c3c(nc2c1)CCC3	1	816	x	x	2%	x	1%	-5%	x	-6%
CC(=O)Nc1cc(-n2cnnn2)ccc1C	0	732	0.5%	1%	17%	-6.0%	-2%	-3%	2%	4%
CC(=O)Nc1cc(C(=O)N2CCCC2)ccc1S(=O)(=O)c1ccc(C)cc1	x	x	-5.7%	-9%	25%	-6.0%	-7%	-10%	1%	3%
Cc1ccc(C(CNC(=O)Nc2cccc(C)c2)N2CCN(C)CC2)cc1 (stereo unspecified)	-1	727	x	x	-9%	x	9%	-12%	x	-4%
CNC(=O)COc1ccc(S(=O)(=O)Nc2ccc(OC)cc2)cc1	11	776	-1.5%	-7%	-10%	-9.5%	6%	-5%	-5%	0%
O=C(O)CC/C(=C\c1cc([N+](=O)[O-])ccc1Cl)c1nc2ccccc2s1	10	638	-1.5%	19%	11%	-1.9%	-12%	6%	u	1%
O=C(c1cc(F)ccc1F)C1CCCN(C(=O)c2cccs2)C1 (stereo unspecified)	-6	724	5.0%	-3%	-6%	-4.1%	34%	-2%	14%	4%
CCOc1ccc(S(=O)(=O)N(CC)CC(=O)NC2CC2)cc1	5	708	x	x	-8%	x	-11%	-6%	x	0%
CC1=CC(C)C(/C=N/n2cnnc2)C(C)C1 (stereo unspecified)	-3	673	-0.3%	-2%	-1%	-3.1%	2%	-4%	5%	4%
Cc1ccc(C(=O)NNC2=Nc3cc([N+](=O)[O-])ccc3OC2)cc1	-13	685	x	-2%	14%	x	-9%	-6%	5%	6%
COc1ccc(C2C(C(N)=O)=C(C)Nc3nc(CCCO)nn32)cc1 (stereo unspecified)	-17	780	x	x	4%	x	-6%	-7%	x	-2%
CN(C(=O)CCN1C(=O)/C(=C/c2ccccc2)SC1=S)C1CCS(=O)(=O)C1 (stereo unspecified)	-2	682	x	x	7%	x	5%	-2%	x	7%
COc1ccc(C(=O)NCCSc2ccccn2)cc1	10	713	x	3%	-80%	-3.8%	13%	-8%	1%	1%
COc1ccc(NC(=O)CCCCCN2C(=O)CCC2=O)cc1Cl	6	776	-0.6%	1%	6%	-3.4%	5%	-2%	-5%	1%
Clc1ccc(N=NN2CCOCC2)cc1	4	691	x	-3%	5%	x	-11%	-13%	-4%	0%
COc1ccc(Br)cc1/C=N/NC(=O)C(c1ccncc1)N1CCOCC1 (stereo unspecified)	-1	631	-2.5%	11%	12%	-13%	2%	-3%	-2%	2%
Cc1ccc(C)c(C(=O)CN2C(=O)c3ccccc3C2=O)c1	-22	793	x	x	-59%	x	9%	-12%	x	-4%
Cn1c(SCC(=O)NC2CCCCC2)nnc1-c1cc2ccccc2o1	5	765	-0.2%	-5%	-9%	-1.6%	3%	-8%	7%	-5%
COc1ccc(C2=[N+]([O-])C(C)(C)N(O)C2C)cc1 (stereo unspecified)	20	759	1.3%	0%	-4%	2.4%	12%	-2%	1%	4%
CCOC(=O)N1CCN(Cc2nc3c(c(=O)n(C)c(=O)n3C)n2Cc2ccccc2C)CC1	x	x	-0.6%	-8%	-6%	-2.1%	-15%	-6%	-2%	-5%
CC(C)NC(=O)CSc1nnc2sc3ccccc3n12	-13	664	-1.7%	8%	7%	0.3%	1%	-1%	-4%	0%
COc1ccc(Cc2n[nH]c(=S)n(N)c2=O)cc1	12	660	0.9%	0%	3%	-2.0%	3%	-2%	-1%	-1%
O=C(COC(=O)c1ccccc1NC(=O)c1ccccc1)c1cccc([N+](=O)[O-])c1	6	604	-2.4%	-5%	-14%	-7.7%	8%	-7%	-2%	6%
CCCCn1c(O)c(N=NC(=O)c2ccccc2NS(=O)(=O)c2cccs2)c2ccccc21	-11	633	-4.2%	8%	-24%	0.2%	-2%	1%	9%	-1%
O=C(CC(c1ccccc1)c1ccccc1O)NCc1ccccc1 (stereo unspecified)	-15	679	-0.6%	5%	-29%	-8.9%	3%	3%	9%	0%
CCN(CC)CCC(=O)NN	16	720	-2.3%	2%	15%	-9.7%	-6%	-3%	0%	1%
CCOc1ccc(/C=N/NC(=O)C2CC2)c(OCC)c1	-5	694	x	x	2%	x	-6%	-1%	x	-3%
CCSc1nc(C(F)(F)F)cc(=O)n1-c1ccccc1	x	x	0.6%	5%	4%	-1.0%	34%	-2%	-2%	0%
N#Cc1cccc(NC(=O)Cn2cnc(S(=O)(=O)N3CCOCC3)c2)c1	1	709	x	x	9%	x	8%	-11%	x	1%
O=C(O)CC1(CC(=O)NCc2cc(F)cc3c2OCOC3)CCCCC1	-59	756	x	-2%	-10%	x	-4%	-9%	-2%	-7%
O=c1[nH]c(C2CCCN(S(=O)(=O)c3ccccc3)C2)nc2c1nnn2Cc1ccccc1Br (stereo unspecified)	1	738	x	x	3%	x	1%	-8%	x	8%
S=C(NCCCCc1ccccc1)NCc1ccccc1	5	818	x	x	-14%	x	5%	0%	x	5%
COCCn1nnnc1C1(N(Cc2cc3cc(C)ccc3[nH]c2=O)CC2CCCO2)CCN(C)CC1 (stereo unspecified)	x	x	1.2%	x	5%	-1.0%	u	-9%	x	1%
Cc1nnc2n1N=C(c1ccc3c(c1)NC(=O)CO3)CS2	1	683	x	2%	18%	x	-7%	-5%	0%	2%
CCOC(=O)c1cnc2c(CC)cccc2c1NCCN1CCOCC1	0	844	x	x	10%	x	7%	-10%	x	0%
COc1cc(S(=O)(=O)N2CCOCC2)ccc1NC(=O)CN1c2cccc3cccc(c23)S1(=O)=O	-2	625	2.7%	9%	16%	-1.6%	9%	-6%	8%	2%
CNC(=O)c1c(Cl)cnn1-c1ccc(F)cc1	4	704	1.9%	5%	-23%	-9.2%	-3%	-7%	6%	-2%
CC(C)c1c(C(=O)N/N=C/c2cccs2)nnn1-c1nonc1N	-4	755	x	x	6%	x	2%	-4%	x	5%
CNC(=O)C1=C(C)Nc2nc3ccccc3n2C1c1cccc(OC)c1 (stereo unspecified)	x	x	-1.0%	-8%	2%	-0.1%	3%	-9%	-1%	-3%
CC(=O)NCCc1nc2ccccc2n1CCOc1ccccc1C	1	673	x	-3%	20%	x	1%	-6%	1%	14%
Fc1ccc(-c2nnc(SCc3cccnc3)o2)cc1	10	702	1.4%	14%	-16%	1.8%	4%	-6%	6%	12%
O=C(NNC(=O)C1CCCO1)c1ccc(Cl)cc1 (stereo unspecified)	13	676	-2.5%	7%	-13%	-8.5%	-1%	0%	-5%	-6%
Cc1cc(C)nc(NC(=O)CSc2nc3ccccc3s2)n1	8	837	-1.6%	-1%	-82%	-6.9%	0%	4%	-1%	4%
Cc1cccc(NC(=S)NCC(c2cccnc2)N2CCOCC2)c1C (stereo unspecified)	-40	610	-0.4%	-1%	8%	0.1%	-6%	-3%	-3%	1%
O=C(NC1CC1)c1cc2c(s1)-c1ccccc1OC2	x	x	-1.3%	i	7%	-4.8%	36%	-45%	18%	0%
